# JMJD2A Tudor: inhibitors of human JMJD2A Tudor domain; O75164; AlphaScreen JMJD2A-Tudor / H3K4me3 peptide binding; Potency, µM (titrated, usually from 114 µM), inactives show at the highest dose activity change, negative = inhibition, usual class: inhibitors; 390,000 compounds, 4.4% hits; AID 504339; also: % is scaled to controls: 0 for no effect and ±100 for the full control effect; nearly all actives have a fitted effect of over 50% in size
# Pin1 inhibitor: blocks the human prolyl isomerase Pin1; Q13526; Pin1 FP peptide displacement, HiFluor488, 10 min; Potency, µM (titrated, usually from 115 µM), for the others: at the top dose activity, negative = inhibition, most hits filed as inhibitors; 390,000 compounds, 0.009% hits; active = well fitted inhibition curve with a large enough effect in the polarisation, with a control signal flat, not every such curve was filed as active; inconclusive = small, poorly fitted or top-dose-only effect, or effect the other way, or a change in a side signal; inactive = no such curve, though single readings can be large or run the other way; the % refers to the polarisation; also: % is scaled to controls: 0 for no effect and ±100 for the full control effect
# Target sequence (Q13526 whole entry, looked up): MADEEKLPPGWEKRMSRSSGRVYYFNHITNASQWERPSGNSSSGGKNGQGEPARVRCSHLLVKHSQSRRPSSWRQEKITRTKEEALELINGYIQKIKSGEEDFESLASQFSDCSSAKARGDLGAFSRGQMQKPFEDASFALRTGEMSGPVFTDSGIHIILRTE
# Tb PGK inh: inhibitors of T. brucei phosphoglycerate kinase. 380,000 compounds, 0.043% hits. Potency, µM (titrated, usually from 57.5 µM), inactives show at the top dose activity change, negative = inhibition, most hits filed as inhibitors. PGK/GAPDH coupled, Kinase-Glo luminescence, 60 min. P07378; also: % is scaled to controls: 0 for no effect and ±100 for the full control effect; nearly all actives have a fitted effect of over 60% in size
# Target sequence (P07378 whole entry, looked up): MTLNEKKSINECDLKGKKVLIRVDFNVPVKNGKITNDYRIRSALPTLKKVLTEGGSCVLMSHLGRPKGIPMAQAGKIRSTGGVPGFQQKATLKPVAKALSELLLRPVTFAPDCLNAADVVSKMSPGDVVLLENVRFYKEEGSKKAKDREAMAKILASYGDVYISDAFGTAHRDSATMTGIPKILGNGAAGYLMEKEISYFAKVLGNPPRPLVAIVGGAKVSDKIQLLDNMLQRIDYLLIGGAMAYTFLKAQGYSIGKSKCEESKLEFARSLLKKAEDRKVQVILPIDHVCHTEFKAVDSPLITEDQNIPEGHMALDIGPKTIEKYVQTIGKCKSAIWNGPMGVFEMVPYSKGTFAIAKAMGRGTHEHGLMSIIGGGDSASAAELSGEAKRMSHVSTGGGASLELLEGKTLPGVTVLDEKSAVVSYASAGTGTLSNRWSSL
#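 Luminescent ATP detection (Kinase-Glo Plus) follows a 60-minute room-temperature incubation, with wells lacking PGK as controls. Buffer: 100 mM TEA (pH 7.6), 5 mM MgCl2, 0.01% Tween-20. Coupling enzyme GAPDH (100 nM final) supplies unstable 1,3-BPG in-well.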
# GLS inh: glutaminase GLS (human) inhibition | O94925 | GLS enzymatic activity, qHTS titration | Potency, µM (series often up to 45.5 µM), inactives show top-dose activity change, negative = inhibition, usual class: inhibitors | 410,000 compounds, 0.21% hits | AID 624170; also: % is scaled to controls: 0 for no effect and ±100 for the full control effect
#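 Assay buffer: 45 mM KH2PO4 pH 8.2, 0.02% Tween-20. hKGA acts on L-glutamine (1 mM solution added); product glutamate is reported by an oxidase/peroxidase Amplex Red coupling, with fluorescence taken at baseline and 30 min.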
# G9a inh: G9a (human) methyltransferase inhibition | Potency, µM (doses to about 102 µM), without a hit: at the highest dose activity, negative = inhibition, actives largely listed as inhibitors | 350,000 compounds, 8.8% hits | AID 504332 | G9a H3K9 monomethylation, AlphaScreen, 2 h | Q96KQ7; also: % is scaled to controls: 0 for no effect and ±100 for the full control effect; nearly all actives have a fitted effect of over 75% in size
# Target sequence (Q96KQ7 913-1193 limits assumed): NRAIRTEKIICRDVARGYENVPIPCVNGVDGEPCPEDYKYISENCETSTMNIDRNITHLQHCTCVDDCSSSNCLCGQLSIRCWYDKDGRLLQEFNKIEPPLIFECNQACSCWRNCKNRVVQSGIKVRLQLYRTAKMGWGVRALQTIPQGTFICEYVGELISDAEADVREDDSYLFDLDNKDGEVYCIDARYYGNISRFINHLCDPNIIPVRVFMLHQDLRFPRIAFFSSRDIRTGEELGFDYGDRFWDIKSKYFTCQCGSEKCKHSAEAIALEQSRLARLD
#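 Methyltransferase reactions run at room temperature for 2 h (20 nM enzyme, 500 nM biotin-H3K9 peptide, 20 uM SAM) after a 15 min compound preincubation; product detected by AlphaScreen beads and anti-H3K9me1 antibody.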
# BAZ2B block: inhibitors of human BAZ2B bromodomain; AlphaScreen BAZ2B-H3K14Ac peptide displacement; Potency, µM (doses to about 114 µM), for inactives: at the top dose activity change, negative = inhibition, actives largely listed as inhibitors; 360,000 compounds, 4.4% hits; AID 504333; also: % is scaled to controls: 0 for no effect and ±100 for the full control effect; nearly all actives have a fitted effect of over 60% in size
#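 Protein-peptide AlphaScreen: BAZ2B 50 nM, b-H3K14Ac 50 nM, 1x PBS pH 7.4 + 0.01% Tween-20. Preincubation 30 min RT; cpd 30 min RT (top 110 uM); beads 20 min RT, light-protected.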
# HP1b binding inh: inhibitors of HP1-beta chromodomain binding to methylated histone tails | AlphaScreen HP1-beta / biotin-H3K9me3 peptide binding | Potency, µM (highest dose often 114 µM), without a hit: at the highest dose activity change, negative = inhibition, usual class: inhibitors | 390,000 compounds, 0.56% hits | AID 540317; also: nearly all actives have a fitted effect of over 70% in size; inactives centre near 23
# Target sequence (P83916 whole entry, looked up): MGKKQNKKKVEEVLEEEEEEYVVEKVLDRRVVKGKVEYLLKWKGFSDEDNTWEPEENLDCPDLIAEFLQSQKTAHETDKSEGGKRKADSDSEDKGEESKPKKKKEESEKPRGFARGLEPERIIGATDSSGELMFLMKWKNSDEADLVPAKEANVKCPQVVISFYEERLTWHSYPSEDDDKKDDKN
#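 AlphaScreen: HP1-beta (50 nM) preformed 30 min with biotin-H3(1-18)K9me3 peptide (50 nM) in PBS pH 7.4, 0.01% Tween-20. Compound added for 30 min at RT, then streptavidin donor/nickel chelate acceptor beads (10 ug/mL) for 30 min.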
# Pol iota inh: inhibitors of human DNA polymerase iota; 390,000 compounds, 1% hits; Potency, µM (doses to about 115 µM), without a hit: top-dose activity, negative = inhibition, hits mostly inhibitors; Pol iota fluorescent replication assay, 10 min; Q9UNA4
#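 Pol iota at 10 nM preincubated 15 min with compounds at room temperature; reaction started with fluorescent substrate, 50 nM final. Fluorescence read kinetically at 0 and 10 min; buffer-only wells as negative control.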
# BLM inh: Bloom syndrome helicase (human) inhibition. AID 2528. P54132. Potency, µM (titrated, usually from 56.1 µM), for the others: top-dose activity change, negative = inhibition, usual class: inhibitors. recombinant BLM DNA unwinding, fluorescence dequenching. 350,000 compounds, 0.2% hits;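 also: plate controls were vehicle for no effect and no enzyme for full effect; nearly all actives have a fitted effect of over 35% in size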
# An asterisk follows results filed as active; i = inactive; u = inconclusive; x = no result given; [ ] = another dose, or the depositor's remark. Unless noted, calls follow the shape of the dose curve; as a rule, active = well fitted curve in the direction sought with a large enough effect; inconclusive = small, poorly fitted or top-dose-only effect, or another doubt; inactive = no such curve, though single readings can be large; an effect the other way counts as inactive or inconclusive. Potency is read from the fitted curve at half-maximal effect. This is a subset (hit frequency here may not be typical).
(1) CC(=O)Nc1ccc(NC(=O)c2cc(-c3cc(C)c(C)cc3O)n[nH]2)cc1
(2) COc1ccc2[nH]cc(CCNC(=O)COc3ccc4ccc(=O)oc4c3)c2c1
(3) CCN1CCc2c(sc(NC(=O)c3ccc(S(=O)(=O)N4CCCC(C)C4)cc3)c2C(=O)OC)C1 (configuration not stated)
(4) Cc1cccc(N2CCN(C(=O)c3cc4c(=O)n(C)c5ccccc5c4s3)CC2)c1C
(5) C[C@]12C(=O)N(c3cccc(Cl)c3)C(=O)N1[C@@H]1c3ccccc3OC[C@@H]1[C@H]2c1ccccc1
(6) CCN(C(=O)CSc1nnc(C)n1Cc1ccccc1)C1CCS(=O)(=O)C1 (configuration not stated)
(7) CCOc1ccc(-c2noc(CCC(=O)NC3CCCCC3)n2)cc1OC
(8) CCCCCCC1CC(/C(C)=N\NC(N)=O)OC1=O (configuration not stated)

Screen / compound no.,1,2,3,4,5,6,7,8
JMJD2A Tudor,-14%,-26%,-19%,4%,-19%,1%[11.4 µM],-15%,-12%
Pin1 inhibitor,1%,0%,u,0%,u,-1%,-12%,-14%
Tb PGK inh,4%,-2%,-1%,4%,10%,i,-1%,1%
GLS inh,15%,16%,-20%,-4%,8%,1%,-9%,9%
G9a inh,40%[0.501 µM],-6%[12.7 µM],-3%[59 µM],4%[59 µM],x,25µM*,-4%[59 µM],-13%
BAZ2B block,-6%,-27%,0%,x,x,-9%,-8%,-3%
HP1b binding inh,1%,-1%,34%[activator],33%,55%[activator],45%,13%,14%
Pol iota inh,82%[activator],37%[activator],-3%,4%,2%,80%[activator],67%[activator],32%[activator]
BLM inh,-2%,-1%,35%[activator],-3%,x,1%,1%,0%

(9) COc1ccc(OCC(=O)N/N=C(\C)CC(=O)Nc2ccc(NC(C)=O)cc2)cc1
(10) CC1CCCC(NC(=O)Cn2cc([N+](=O)[O-])ccc2=O)C1C (configuration not stated)
(11) COc1cc(O)ccc1/C=N/NC(=O)c1ccc([N+](=O)[O-])cc1
(12) CC1CCCN(CCCN2C(=O)C3C(C(=O)Nc4ccc(Cl)cc4)C4C=CC3(O4)C2C(=O)NC2CCCCC2)C1 (configuration not stated)
(13) CC12CCC(C(=O)NCc3ccccc3)(OC1=O)C2(C)C (configuration not stated)
(14) CCC1CCC2(CC1)NC(CO)(CO)CO2 (configuration not stated)
(15) Cc1ccc2nc(SCC(=O)NCc3ccco3)c(C#N)cc2c1
(16) CCc1nnc(NC(=O)C2CCCN2C(=O)Nc2ccc(C)cc2)s1 (configuration not stated)

Screen / compound no.,9,10,11,12,13,14,15,16
JMJD2A Tudor,-7%,-10%,2%[11.4 µM],-16%,-7%,-3%,u,-16%
Pin1 inhibitor,-7%,-3%,-1%,-1%,-2%,-1%,u,-6%
Tb PGK inh,2%,-1%,-7%,-6%,9%,-5%,-7%,i
GLS inh,-15%,-4%,-5%,-1%,1%,3%,-3%,4%
G9a inh,x,u,-4%,45µM*,-3%[59 µM],11%[59 µM],-18%[59 µM],-13%
BAZ2B block,-17%,2%,25%,-3%,11%,9%,10%,-13%
HP1b binding inh,16%,23%,8%,-24%,60%[activator],22%,25%,-9%
Pol iota inh,99%[activator],-19%,68%[activator],54%[activator],12%,15%,-6%,23%
BLM inh,-25%,x,-7%,-2%,5%,0%,-3%,-3%

(17) C=CCn1c(-c2ccc(Cl)cc2)cnc1SC(C)C(=O)NC(N)=O (configuration not stated)
(18) NC(=O)c1cc([N+](=O)[O-])ccc1NCc1ccc(N)cc1
(19) O=C(CNC(=O)C1COc2ccccc2O1)Nc1ccc(F)c(F)c1 (configuration not stated)
(20) O=c1n(S(=O)(=O)c2cccc3cccnc23)c2ccccc2n1S(=O)(=O)c1cccc2cccnc12
(21) Cc1ccc(C2c3cccn3CCN2S(=O)(=O)c2ccc([N+](=O)[O-])cc2)cc1 (configuration not stated)
(22) CC(=O)Nc1ccc(NC2=CC(=O)CC(C)(C)C2)cc1
(23) N#CCC(=O)NC1CCC(CC2CCC(NC(=O)CC#N)CC2)CC1 (configuration not stated)
(24) COc1ccc(NC(=O)CC2C(=O)N(C)C(=S)N2Cc2ccncc2)cc1 (configuration not stated)

Screen / compound no.,17,18,19,20,21,22,23,24
JMJD2A Tudor,-25%,-33%,-8%,-15%,u,-5%,-10%,7%
Pin1 inhibitor,1%,-3%,1%,3%,0%,-2%,28%,4%
Tb PGK inh,i,-4%,i,i,4%,-7%,-2%,-10%
GLS inh,-3%,15%,-2%,-5%,-1%,4%,-16%,1%
G9a inh,u,9%[2.33 µM],x,-23%[59 µM],14µM*,-6%[12.7 µM],x,30%[12.7 µM]
BAZ2B block,-34%,-38%,x,-15%,7.1µM*,-4%,5%,-2%
HP1b binding inh,-10%,-2%,20%,31%[activator],u,27%,27%,6%
Pol iota inh,78%[activator],26%,57%[activator],2%,9%,7%,-1%,109%[activator]
BLM inh,-3%,x,x,1%,-6%,0%,0%,-3%

(25) O=C(NCC1CC1)C1(S(=O)(=O)c2ccccc2)CC=CC1
(26) Cc1ccc(NC(=O)c2cc(S(=O)(=O)N3CCc4ccccc43)cn2C)cc1
(27) O=C(Nc1ccnn1C1CCN(Cc2ccc(O)c(Cl)c2)CC1)C1CCCC1
(28) CC(C)n1c(C(F)(F)F)nc2cc(C(=O)N3CCC(O)CC3)ccc21
(29) Cc1cc(NC(=O)CCC(=O)N(Cc2ccccc2)C(C(=O)NC2CCCC2)c2ccc(C)o2)no1 (configuration not stated)
(30) CC(CCc1ccccc1)NC(=O)c1nnc(Cc2ccc(Cl)cc2)o1 (configuration not stated)
(31) Cc1cccc(C)c1OCc1cc(C(=O)N2CCN(c3ccc(F)cc3)CC2)no1
(32) O=C1C2CC=CCC2C(=O)N1Nc1ccccc1 (configuration not stated)

Screen / compound no.,25,26,27,28,29,30,31,32
JMJD2A Tudor,-29%,-30%,-12%,0%,-31%,18%,5%,0%
Pin1 inhibitor,-1%,0%,-1%,0%,2%,-2%,0%,0%
Tb PGK inh,-1%,0%,-8%,2%,-8%,i,-8%,-12%
GLS inh,2%,12%,21%,2%,0%,-11%,-1%,1%
G9a inh,-2%,20%,9%,-13%[59 µM],-10%,25%[59 µM],-11%,u
BAZ2B block,-24%,-9%,-2%,0%,-28%,11%,-34%,u
HP1b binding inh,29%,-2%,4%,18%,4%[57 µM],28%,-10%,46%[activator]
Pol iota inh,-10%,-19%,-19%,-13%,36%[activator],-8%,-13%,0%
BLM inh,0%,-7%,0%,-1%,-4%,-7%,-12%,-6%

(33) COc1cc(C)c(NC(=O)c2cccc(S(=O)(=O)N3CCCC3)c2)cc1OC
(34) COc1ccc(C(=O)n2c(N)nc3ccccc32)cc1OC
(35) CC1=C(C(=O)OC(C)C)C(c2c(O)ccc3ccccc23)NC(=O)N1 (configuration not stated)
(36) Cc1ccc(-c2noc(CSc3nnc(C)n3-c3ccc(C)c(C)c3)n2)cc1
(37) COc1ccc(/C=C2\SC(N)=NC2=O)cc1
(38) CCOC(=O)c1cc(-c2ccccc2)n(CCC(=O)Nc2ccc(Cl)c(C(F)(F)F)c2)c1C
(39) Cc1noc(C)c1COC(=O)c1ccc2c(c1)OCCO2
(40) O=C(NCc1ccc(Cl)cc1)NCc1noc2ccccc12

Screen / compound no.,33,34,35,36,37,38,39,40
JMJD2A Tudor,-14%,-19%,-10%,-33%,-10%,-23%,20%,22%
Pin1 inhibitor,5%,-2%,0%,1%,18%,1%,1%,-1%
Tb PGK inh,-2%,-8%,i,0%,2%,1%,-8%,-5%
GLS inh,-8%,-15%,4%,-5%,2%,3%,1%,-1%
G9a inh,x,21%[0.501 µM],-2%,u,3%,-5%[59 µM],14%[59 µM],29%[59 µM]
BAZ2B block,x,u,7%,u,-13%,1%,10%,-24%
HP1b binding inh,27%[57 µM],28%,34%,0%,57%[activator],46%[activator],39%,44%[activator]
Pol iota inh,14%,134%[activator],6%,-9%,99%[activator],6%,4%,-19%
BLM inh,x,6%,4%,-5%,-5%,-11%,3%,3%

(41) C=CCN(C(=O)c1ccc2snnc2c1)c1ccccc1
(42) Cc1cccn(Cc2c(F)cccc2Cl)c1=O
(43) CC(C)C(NS(=O)(=O)c1ccccc1)C(=O)N1CCCCCC1 (configuration not stated)
(44) CCC(C)(C)C1CCC2(CC1)NC(=O)N(CC(=O)Nc1nc(-c3ccc(C)cc3)cs1)C2=O (configuration not stated)

Screen / compound no.,41,42,43,44
JMJD2A Tudor,5%,5%,-19%,0%
Pin1 inhibitor,-3%,2%,-4%,29%
Tb PGK inh,1%,i,i,i
GLS inh,2%,1%,3%,3%
G9a inh,15%,x,1%,-4%[59 µM]
BAZ2B block,16%,-1%,-7%,u
HP1b binding inh,24%,34%,26%,36%
Pol iota inh,17%,-8%[58.9 µM],136%[activator],23%
BLM inh,2%,5%,-3%,-4%

# An excerpt from above in order of molar mass, smallest number first:
(37) COc1ccc(/C=C2\SC(N)=NC2=O)cc1
(42) Cc1cccn(Cc2c(F)cccc2Cl)c1=O
(41) C=CCN(C(=O)c1ccc2snnc2c1)c1ccccc1
(43) CC(C)C(NS(=O)(=O)c1ccccc1)C(=O)N1CCCCCC1 (configuration not stated)
(36) Cc1ccc(-c2noc(CSc3nnc(C)n3-c3ccc(C)c(C)c3)n2)cc1
(38) CCOC(=O)c1cc(-c2ccccc2)n(CCC(=O)Nc2ccc(Cl)c(C(F)(F)F)c2)c1C

Screen / compound no.,37,42,41,43,36,38
JMJD2A Tudor,-10%,5%,5%,-19%,-33%,-23%
Pin1 inhibitor,18%,2%,-3%,-4%,1%,1%
Tb PGK inh,2%,i,1%,i,0%,1%
GLS inh,2%,1%,2%,3%,-5%,3%
G9a inh,3%,x,15%,1%,u,-5%[59 µM]
BAZ2B block,-13%,-1%,16%,-7%,u,1%
HP1b binding inh,57%[activator],34%,24%,26%,0%,46%[activator]
Pol iota inh,99%[activator],-8%[58.9 µM],17%,136%[activator],-9%,6%
BLM inh,-5%,5%,2%,-3%,-5%,-11%

# Screening results from PubChem BioAssay.
